HMGR II inh: E. faecalis class II HMG-CoA reductase inhibition | 190,000 tested, 0.41% active | inhibition, % at 10 µM | AID 1066 | purified E. faecalis HMGR, NADPH absorbance 340 nm kinetic;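 active means inhibition above a set limit, the median over all tested compounds plus 3 SD, cut at about 9.5% in these data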;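 further: enzyme runs in reverse so mevalonate oxidation gives rising NADPH absorbance; 0% = complete reaction with DMSO and 100% = background rate lacking mevalonate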
L major viab: reduces viability of Leishmania major promastigotes. resazurin fluorescence viability. inhibition, % at 10 µM. 200,000 tested, 9% active. AID 1063; in the data active means inhibition above about 50%;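 further: promastigotes grown with compound for 44 hours at 28 °C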
PMI act: increases human mannose-6-phosphate isomerase activity; P34949; purified human PMI, coupled resazurin fluorescence, 20 min; hits give high values; 1 = vehicle control, 0 substrate-free wells; activation factor at 20 µM; AID 1214; 190,000 tested, 0.005% active;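 active means activation factor of 2 or more at 20 µM, relative to plate controls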
Target sequence (P34949 whole entry, looked up): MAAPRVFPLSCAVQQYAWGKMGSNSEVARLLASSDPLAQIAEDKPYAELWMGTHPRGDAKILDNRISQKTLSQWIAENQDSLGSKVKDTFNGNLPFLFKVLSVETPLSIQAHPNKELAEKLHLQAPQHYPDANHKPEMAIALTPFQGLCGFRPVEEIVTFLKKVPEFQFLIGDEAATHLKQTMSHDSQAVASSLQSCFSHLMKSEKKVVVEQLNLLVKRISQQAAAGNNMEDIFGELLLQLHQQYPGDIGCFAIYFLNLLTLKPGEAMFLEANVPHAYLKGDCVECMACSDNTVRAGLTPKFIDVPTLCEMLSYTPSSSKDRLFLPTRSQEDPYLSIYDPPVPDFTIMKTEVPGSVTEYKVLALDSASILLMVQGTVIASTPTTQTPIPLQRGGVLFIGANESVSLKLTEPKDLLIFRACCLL
S1P3 antag: antagonists of human S1P3 receptor; Q99500; CHO S1P3 NFAT-BLA reporter, FRET fluorescence, antagonist mode; inhibition, % at 4.98 µM; 170,000 tested, 0.27% active; AID 485;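 active means inhibition above the plate cutoff, the mean inhibition of test wells on that plate plus 3 SD, cut at about 28% in these data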;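 further: cells challenged with S1P at its EC80 of 0.8 µM; blue over green emission ratio from cleaved BLA substrate after 4 h stimulation; 0% = S1P-stimulated wells and 100% = unstimulated DMSO-only wells; some compounds past the cut are filed as inactive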
RAM inhibit: yeast RAM network inhibition. S. cerevisiae dse1pr::URA3 reporter, 5-FOA growth OD615, 2 d; analog-sensitive cbk1-as2 kinase mutant strain. AID 868. inhibition, % at 50 µM. 190,000 tested, 1.8% active;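 active means inhibition above a set limit, 3 SD over mean compound inhibition, cut at about 8.4% in these data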;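 further: 0% = DMSO-only wells with no growth and 100% = 10 µM 1-NA-PP1 full growth; inhibition rescues growth on 5-FOA so higher OD means more RAM inhibition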
Hsp70 act: Hsp70 transcriptional activation, primary screen; HeLa Hsp70 promoter luciferase reporter, luminescence; scaled: vehicle 0, proteasome-inhibitor control 100%; activation, % at 10 µM; 200,000 tested, 0.04% active; AID 1203;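 active means activation above the mean across all tested compounds plus 3 SD, cutoff set per campaign, cut at about 5.5% in these data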;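 further: 100% = MG132 at 30 µM as the positive control and 0% = DMSO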
Redox H2O2 prof: compounds producing H2O2 with reducing agent – biochemical, NIH compound library profiling, artefact control for MLSCN library redox annotation, primary screen; DTT-dependent redox cycling H2O2, phenol red/HRP absorbance; 100% = 100 µM peroxide control, 0% = buffer; activation, % at 10 µM; 200,000 tested, 0.03% active;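 active means activation of at least 50% relative to the plate's high and low controls in the primary single-dose screen; inactive means activation below 50%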;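 further: compound incubated with DTT at 0.8 mM final as the reducing agent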
TNAP inh noacc: inhibitors of human TNAP without phosphate acceptor; P05186; purified TNAP, CDP-star luminescence, 30 min; inhibition, % at 20 µM; 200,000 tested, 0.26% active; AID 1012;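 active means tissue-nonspecific alkaline phosphatase inhibition above about 50% at 20 µM in the single-dose screen, limit read from the data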;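 further: 0% = DMSO negative control and 100% = EDTA positive control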
Target sequence (P05186 whole entry, looked up): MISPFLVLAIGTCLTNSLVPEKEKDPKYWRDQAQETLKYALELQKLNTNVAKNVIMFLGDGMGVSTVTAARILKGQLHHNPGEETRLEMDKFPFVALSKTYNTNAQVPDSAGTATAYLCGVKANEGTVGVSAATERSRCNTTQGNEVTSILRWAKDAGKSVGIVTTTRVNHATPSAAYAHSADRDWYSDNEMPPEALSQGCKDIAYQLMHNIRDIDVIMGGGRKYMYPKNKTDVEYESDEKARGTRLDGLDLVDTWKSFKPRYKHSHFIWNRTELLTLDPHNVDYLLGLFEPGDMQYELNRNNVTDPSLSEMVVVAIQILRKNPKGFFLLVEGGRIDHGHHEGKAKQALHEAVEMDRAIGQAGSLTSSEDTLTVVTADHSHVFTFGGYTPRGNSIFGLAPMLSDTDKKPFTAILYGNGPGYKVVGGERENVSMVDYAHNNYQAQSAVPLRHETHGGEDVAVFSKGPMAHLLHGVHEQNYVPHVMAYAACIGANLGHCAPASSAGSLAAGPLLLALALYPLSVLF
TNAP inh hi DEA: blocks human TNAP under high phosphate acceptor concentration | purified TNAP, CDP-star luminescence, 1 M DEA | 200,000 tested, 0.03% active | inhibition, % at 20 µM | P05186;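 active means over 50% inhibition of tissue-nonspecific alkaline phosphatase at 20 µM in the single-dose screen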;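 further: plate controls were DMSO wells for no effect and EDTA-quenched wells as full inhibition for full effect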
PMI act hi M6P: PMI (human) activation, high substrate. coupled PMI enzyme assay, resazurin fluorescence, 20 min; hits give high values; 1 = untreated enzyme, 0 = substrate-free blank. activation factor at 20 µM. 190,000 tested, 0.34% active;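 active means activation factor of 2 or more at 20 µM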
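Test system: Human PMI in coupled enzyme assay | Input: 15 ng/mL PMI | Medium: HEPES-buffered pH 7.4 with magnesium and detergent | Compound: One concentration, 20 µM, in 1% DMSO | Incubation: Enzyme reaction with compound 20 min at room temperature | Detection: Diaphorase-driven resazurin-to-resorufin fluorescence, excitation 544, emission 590 nm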
* hit, by the source's call; . = not tested or not shown.

SMILES	HMGR II inh	L major viab	PMI act	S1P3 antag	RAM inhibit	Hsp70 act	Redox H2O2 prof	TNAP inh noacc	TNAP inh hi DEA	PMI act hi M6P
CC(C)Cc1ccc(C(C)C(=O)N2CCOCC2)cc1 (stereo unspecified)	-4	-10	0.9	3	2.1	0.0	0.4	-12	0	0.9
O=C(NNC(=O)c1cccnc1)NC1CCCCC1	-2	-2	1	-18	1.4	-0.5	-0.7	-4	3	1
O=C(CN(Cc1ccc(F)cc1)C(=O)CCC(=O)Nc1ccccn1)NCc1ccco1	1	8	0.9	17	-0.4	-0.3	0.0	-5	-2	1
O=[N+]([O-])c1cccc(OCc2cn3cccnc3n2)c1	-1	8	1.1	-25	0.2	-0.2	-0.4	-11	-5	1.1
CCSc1nnc(NC(=O)c2cccnc2Cl)s1	7	-6	1.1	.	-1.5	0.1	0.6	-10	-2	1.2
O=C(Nc1ccc(-c2csc(-c3ccccc3)n2)cc1)c1ccccc1Cl	-7	-9	0.9	.	2.7	-0.1	1.2	-12	-5	0.9
Cc1nn(C(=O)C2CC2)c(C)c1Sc1ccc(Cl)cc1	-5	-6	0.9	.	2.1	0.0	1.5	-15	1	0.8
Cc1cccc(NC(=O)NC2CC3CCC(C2)N3Cc2ccco2)c1 (stereo unspecified)	-4	8	1.1	-2	0.7	0.0	-0.5	-8	-5	1.1
CCC(C)/C(C)=N/NC(=O)c1ccccc1OCCOc1ccccc1 (stereo unspecified)	0	7	0.9	-15	-0.2	0.0	-1.7	-9	-3	0.9
Cc1cc(NC(=O)c2c(F)cccc2Cl)no1	-15	13	1.1	5	3.6	-0.1	-2.5	-3	0	1.1
CC(=O)Nc1ccc(S(=O)(=O)N2CCN(c3nnnn3-c3ccccc3)CC2)cc1	-1	-3	1	-11	7.9	-0.2	3.2	-10	-2	1
O=C(CNC(=O)c1ccccc1Cl)N/N=C/C=C/c1ccccc1	0	-5	0.8	-8	4.7	-0.5	-0.3	1	3	0.9
Cc1cc(C(=O)OCC(=O)NC2CCCCC2)c(C)o1	0	-3	1.1	.	1.8	-0.1	51*	-12	1	1.1
Cc1cccc(C(C#N)c2ccc(Cl)nn2)c1 (stereo unspecified)	5	-7	0.9	-7	-0.6	-0.1	-1.8	-7	-2	0.9
O=C(NNC(=O)c1ccccc1-n1cccc1)c1ccc(Cl)cc1Cl	0	-9	1	.	2.3	-0.3	1.9	-10	3	0.9

Looked up by structure from the entries so far, 2 records:
SMILES	HMGR II inh	L major viab	PMI act	S1P3 antag	RAM inhibit	Hsp70 act	Redox H2O2 prof	TNAP inh noacc	TNAP inh hi DEA	PMI act hi M6P
Cc1cccc(NC(=O)NC2CC3CCC(C2)N3Cc2ccco2)c1 (stereo unspecified)	-4	8	1.1	-2	0.7	0.0	-0.5	-8	-5	1.1
CCSc1nnc(NC(=O)c2cccnc2Cl)s1	7	-6	1.1	.	-1.5	0.1	0.6	-10	-2	1.2

New compounds follow
SMILES	HMGR II inh	L major viab	PMI act	S1P3 antag	RAM inhibit	Hsp70 act	Redox H2O2 prof	TNAP inh noacc	TNAP inh hi DEA	PMI act hi M6P
COc1ccccc1-c1c(C)nn2c(C)cc(C)nc12	-5	1	0.8	-9	1.1	-0.4	0.1	-2	1	0.8
Cc1cccc(C)c1-n1nnnc1S(=O)(=O)Cc1ccccc1Cl	-3	77*	0.9	-8	6.1	-0.1	0.9	4	9	1
CN(C)C(CNC(=O)CN1C(=O)NC2(CCc3ccccc32)C1=O)c1ccco1 (stereo unspecified)	-4	-3	0.9	-16	0.5	0.0	1.2	-11	-4	1
CCn1c(SCC(=O)N/N=C/c2ccc(O)c(OC)c2)nc2ccccc21	-2	0	0.4	9	1.8	-0.2	-0.6	-10	-9	1
Cc1cc(C)nc(N(C#N)CN2C(=O)c3ccccc3C2=O)n1	-4	-7	1.1	.	2.3	-0.4	-0.2	1	-10	1.2
COc1cnc(-c2ccccn2)nc1Sc1ccccc1Cl	0	101*	1	.	-1.3	-0.2	1.1	-3	0	1.1
COc1ccc(-c2cc(C(=O)OCC(=O)NC(C)C)c3ccccc3n2)cc1	-6	8	1	-7	-0.2	0.2	-1.6	2	1	1
CC(=O)Nc1sc(NC(=O)c2ccccc2)nc1-c1cccs1	-1	-3	1.1	.	5.2	0.3	-2.1	-3	-8	1.1
O=C(COc1ccccc1)N1CCN(S(=O)(=O)c2ccc(Cl)cc2)CC1	-1	-10	1	.	2.9	-0.1	3.3	-14	-2	1
Cc1ccc(N2C(=O)[C@@H]3C(c4ccc(F)cc4)=NO[C@@H]3C2=O)cc1	0	-1	1	-37	3.2	0.3	0.1	-10	-3	1
C=C(C)Cn1c(C2CC(=O)N(c3ccccc3F)C2)nc2ccccc21 (stereo unspecified)	-3	0	0.9	3	0.3	-0.3	0.5	-5	-2	1
COc1cccc(OC)c1C(=O)N1CCN=C1SCc1cccnc1	-5	-2	1	2	0.1	0.2	0.8	-12	-5	0.9
O=C1CN(C(=O)COC(=O)/C=C/c2ccc(OC(F)F)cc2)c2ccccc2N1	1	5	0.9	-7	5.6	-0.4	0.5	-5	0	1
CCCCNC(=O)CSc1nc2ccc(NC(=O)CSc3nnc(N)s3)cc2s1	0	-1	0.9	-29	2.7	-0.4	0.3	-8	5	1
CCOc1cc2[nH]c(=S)n(CCCN3CCCC3=O)c(=O)c2cc1OCC	0	26	0.9	.	4.2	-0.4	-0.3	-9	-1	1
Cc1c(C)c2cc(Cl)c(O)c(CN(C)C)c2oc1=O	-7	-6	1	3	1.6	-0.2	0.8	-14	-5	1
O=C1c2ccccc2C(=O)N1CCCOc1ccccc1	0	-1	0.8	17	0.5	-0.1	-1.8	-6	-1	0.9
CC(Sc1nnnn1C)C(=O)Nc1ccc(N2CCOCC2)cc1 (stereo unspecified)	-3	-5	1	-9	3.1	-0.2	-1.9	3	-4	1
O=C(CCCCn1c(=O)c2ccccc2n(Cc2ccc(F)cc2Cl)c1=O)NCc1ccco1	-8	0	1	.	5.7	-0.7	0.3	-26	-6	1
Cc1ccc(C(=O)NC2CC3CCC(C2)N3Cc2ccco2)cc1 (stereo unspecified)	7	57*	1	.	-0.1	0.0	3.0	-14	-2	1
CC(=O)c1ccc(N2CCC(c3cc(-c4ccc(Cl)cc4)n[nH]3)CC2)c([N+](=O)[O-])c1	2	31	0.8	.	4.4	-0.4	2.5	22	6	0.9
COC(=O)c1cc(NC(=O)c2cccc(C(F)(F)F)c2)c(=O)oc1C/C=N/OCc1cccc(Cl)c1Cl	1	-12	1.4	.	2.4	0.2	0.4	-11	-6	1.6
Cc1ccc(CNCC(O)(c2ccc(F)cc2)c2ccc(F)cc2)cc1	-2	8	0.9	.	0.3	0.0	0.9	-7	-4	0.9
COc1ccc(NC(=S)N(Cc2ccc(Cl)cc2)Cc2ccc(C(=O)O)cc2)cc1Cl	0	2	0.9	22	2.7	0.1	-0.5	-3	3	0.9
CCCN(CCC)C(=O)CC(c1ccccc1)c1cc(C)ccc1O (stereo unspecified)	-7	14	0.9	.	2.4	0.1	0.1	-7	-6	0.9
N#CCc1nn(-c2ccc(Cl)cc2)c(N)c1C#N	8	-3	1	10	0.4	-0.4	0.8	-31	-1	1
O=C(NC(Cc1ccccc1)C(=O)O)/C(=C/c1ccccc1)NC(=O)c1cccc(Br)c1 (stereo unspecified)	3	-10	1	-9	0.8	-0.2	0.8	-2	3	0.9
Cc1cc(C)nc(NC(=O)c2cc([N+](=O)[O-])cc([N+](=O)[O-])c2)n1	0	59*	1.2	5	3.6	0.0	0.3	-8	2	1.1
Cc1ccccc1/C(N)=N/OC(=O)c1ccc(F)cc1	-1	15	1	-13	-2.3	0.7	-0.7	-10	-2	0.7
CCCNC(=O)C(=O)NCc1ccccn1	1	4	1	-18	1.6	0.5	-0.5	-8	-4	1.1
O=C(COC(=O)CNC(=O)c1ccccc1)Nc1ccc2c(c1)OCO2	0	-2	1.2	-5	1.6	-0.1	0.8	-11	-2	1
Cc1ccc(CNC(=O)c2ccc(OCC3CCCO3)cc2)cc1 (stereo unspecified)	1	68*	1	-1	0.8	-0.3	-0.4	-8	-3	1
Cc1cnc(C)c(N2CCN(Cc3nc(-c4ccc(C)o4)oc3C)CC2)n1	0	-1	0.8	6	-0.8	-0.3	-0.3	-9	-5	0.7
Cc1cccc(Oc2ccccc2NC(=O)c2cnccn2)c1	-1	3	1	.	1.7	0.0	1.0	-18	-1	1.2
C=CCNS(=O)(=O)c1ccc(OCC(=O)OC)cc1	1	-8	0.9	-18	0.5	0.5	-2.9	-6	-1	1
COc1cccc(C(=O)Nc2ccc3c(c2)C(=O)c2ccccc2C3=O)c1	-7	11	0.9	-4	-0.5	0.0	-0.8	-5	-2	0.9
CCN(CC)S(=O)(=O)c1ccc(/C=C/C(=O)OCC(=O)N(C)C)cc1	-5	5	1.1	-21	0.3	-0.3	-0.7	-10	-2	1
CCOC(=O)N1CCN(C(=O)c2ccc(-n3c(=S)[nH]c4ccccc4c3=O)cc2)CC1	0	-3	1.2	.	4.8	0.2	-0.4	-8	-2	1
C/C(Cc1ccccc1)=N\NC(=O)CNC(=O)c1ccc(C(C)(C)C)cc1	0	-3	0.9	0	0.6	-0.1	0.0	3	-4	0.9
CN(C)CCNC(=O)c1sc2cccc(F)c2c1Cl	1	19	1	-3	1.1	-0.3	0.2	-7	-6	1
O=C(Nc1ccc(N2CCN(C(=O)c3cccs3)CC2)cc1)c1cccnc1	2	-2	1.1	-14	1.2	-0.3	-0.8	-6	-4	0.9
Cc1ccc(Nc2nc(CSc3nnc(-c4cccnc4)n3-c3ccccc3C)cs2)cc1	1	97*	0.9	-3	4.3	-0.3	22	-7	-5	1
COc1ccc(-c2nnc(SCC(=O)NNC(=O)c3ccc(C)cc3)o2)cc1	-1	-7	1	-2	3.4	-0.1	-0.5	-25	-4	1.1
CCCc1[nH]nc2c1C(c1ccsc1)C(C#N)=C(N)O2 (stereo unspecified)	0	31	0.9	-21	0.9	0.1	-0.2	4	0	0.9
Cc1sc(NC(=O)COc2ccccc2)c(C#N)c1-c1ccccc1	-6	57*	1	-13	4.3	-0.2	-0.2	9	-4	1.1
O=C(NCCc1ccccc1)C1c2ccccc2C(=O)N1Cc1cccs1 (stereo unspecified)	-2	5	1.2	-12	3.1	0.0	-0.9	-14	-6	1.1
O=C(Cc1ccccc1)Nc1ccc2c(c1)CCC2	-1	4	0.9	-4	1.4	0.1	0.0	-6	4	0.9
CCc1cc(=O)oc2cc(OC(C)=O)cc(OC(C)=O)c12	-2	56*	0.9	-24	-0.3	-0.3	1.9	-2	-1	0.9
C=CCc1cc(/C=C2/NC(=O)N(CC(=O)OC)C2=O)cc(OC)c1O	-4	-10	1.1	-15	3.2	-0.1	-0.5	4	13	1
O=C(COC(=O)C1Cc2ccccc2CN1C(=O)c1ccccc1Cl)Nc1ccc(N2CCOCC2)cc1 (stereo unspecified)	-1	77*	1.1	-3	1.8	-0.2	0.4	-2	-6	1
